High-throughput results (PubChem BioAssay)
Mito fusion yeast = mitochondrial division inhibition or fusion activation. S. cerevisiae fusion-defective mutant growth rescue, CellTiterGlo 48 h. Potency, µM (doses to about 46.1 µM), without a hit: top-dose growth rescue (activation), usual class: activators. 0.23% of 320,000 active. AID 485298;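 further: potency means the concentration at half of the fitted maximal effect; % of control where 0% means no effect; nearly all actives have a fitted effect of over 45% in size; temperature-sensitive fusion mutants such as fzo1-1 at 37 °C on non-fermentable ethanol glycerol medium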
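Compounds are tested for their ability to restore growth of mitochondrial fusion-defective yeast strains at non-permissive 37C in YPEG medium over 48 hours. Viability is quantified by luciferase luminescence.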
TSG101-PTAP inh = blocks PTAP/TSG101 interaction to inhibit HIV-1 budding; Q99816; Fluorescence polarization, FITC-PTAP peptide / Tsg101 binding; Potency, µM (top dose mostly 115 µM), without a hit: at the highest dose activity change, negative = inhibition, hits mostly inhibitors; 340,000 tested, under 10 active; active means well fitted inhibition curve with a large enough effect in the main read-out, with a control signal flat, not every such curve was filed as active; inconclusive means small, poorly fitted or top-dose-only effect, or effect the other way, or a change in a side signal; inactive means no such curve, though single readings can be large or run the other way; further: potency means the concentration at half of the fitted maximal effect; % of control where 0% means no effect
Target sequence (Q99816 whole entry, looked up): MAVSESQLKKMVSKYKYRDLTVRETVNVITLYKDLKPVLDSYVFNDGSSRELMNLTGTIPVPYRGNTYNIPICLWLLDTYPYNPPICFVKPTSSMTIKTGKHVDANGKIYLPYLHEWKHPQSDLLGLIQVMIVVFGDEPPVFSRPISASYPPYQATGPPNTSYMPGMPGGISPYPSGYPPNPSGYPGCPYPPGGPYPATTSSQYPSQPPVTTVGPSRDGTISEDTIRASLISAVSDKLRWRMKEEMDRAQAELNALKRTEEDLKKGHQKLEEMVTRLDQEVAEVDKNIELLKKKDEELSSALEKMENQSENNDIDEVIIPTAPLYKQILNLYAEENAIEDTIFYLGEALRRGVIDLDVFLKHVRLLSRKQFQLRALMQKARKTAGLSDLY
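Tsg101 binding domain (10 uM final) was mixed with compound and a FITC-labeled PTAP peptide (50 nM final) in HEPES pH 7.5 buffer with NaCl, Tween 20, EDTA and TCEP; fluorescence polarization was read after 20 min at r.t.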
BCR signal inh = inhibitors of chronic active B-cell receptor signaling; ABC-DLBCL IkBa-CBG/CBR reporter, luminescence ratio, 4 h; Potency, µM (highest dose often 46.1 µM), without a hit: at the top dose ratio change, negative = lower green/red ratio, most hits filed as inhibitors; 0.05% of 340,000 active; active means well fitted inhibition curve with a large enough effect in the signal ratio, with a control signal flat, not every such curve was filed as active; inconclusive means small, poorly fitted or top-dose-only effect, or effect the other way, or a change in a side signal; the % refers to the signal ratio;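 further: potency means the concentration at half of the fitted maximal effect; plate controls were basal doxycycline-induced cells for no effect and cells given 10 µM MG132 for full effect; MG132 reads +100%, hits lower the ratio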
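TMD8 ABC-DLBCL cells carrying doxycycline-inducible green luciferase fused to IkappaBalpha plus unfused red luciferase were exposed to compounds (up to 46 uM) for 4 hrs at 37C. Activity came from the overlap-corrected green/red luminescence ratio.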
TSHR antag = human thyrotropin receptor antagonism; P16473; activity change, negative = inhibition, % at 11.5 µM; AID 504810; 0.2% of 330,000 active; TSHR-expressing cells, TSH-stimulated cAMP HTRF, 2 h; hits give low values;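 active means activity change below a set negative limit, meaning inhibition stronger than a set level, cut at about -70% in these data; inconclusive means activity change between two set negative limits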; further: on the % scale 0 is the no-effect control and ±100 the full control effect
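Inhibition of cAMP made by TSHR-expressing cells under TSH stimulation (4nM final, EC80; 2 h, 37 deg C) is quantified with a one-step lysis HTRF kit, anti-cAMP cryptate versus cAMP-d2.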
Tb PFK block = blocks T. brucei phosphofructokinase; T. brucei PFK, ADP-Glo luminescence; Potency, µM (doses to about 57.5 µM), for inactives: top-dose activity, negative = inhibition, actives largely listed as inhibitors; 0.17% of 330,000 active; AID 485367; O15648;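 further: potency means the concentration at half of the fitted maximal effect; 0% = uninhibited 1x PFK enzyme wells and -100% = no-enzyme wells; nearly all actives have a fitted effect of over 60% in size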
Target sequence (O15648 whole entry, looked up): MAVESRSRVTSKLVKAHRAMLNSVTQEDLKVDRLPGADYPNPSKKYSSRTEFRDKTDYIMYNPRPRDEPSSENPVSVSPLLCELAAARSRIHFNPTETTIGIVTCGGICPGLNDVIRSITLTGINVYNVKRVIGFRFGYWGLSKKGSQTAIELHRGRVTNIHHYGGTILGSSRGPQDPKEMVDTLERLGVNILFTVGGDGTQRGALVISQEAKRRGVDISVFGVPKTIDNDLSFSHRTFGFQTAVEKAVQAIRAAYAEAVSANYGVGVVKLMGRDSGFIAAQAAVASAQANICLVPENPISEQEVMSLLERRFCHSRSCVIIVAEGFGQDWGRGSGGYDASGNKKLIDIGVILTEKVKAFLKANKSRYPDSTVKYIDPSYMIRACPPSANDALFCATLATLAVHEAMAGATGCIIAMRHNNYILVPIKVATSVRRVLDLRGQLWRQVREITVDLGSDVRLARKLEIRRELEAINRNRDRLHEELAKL
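Compounds were pin-transferred as a titration series up to 57 uM into substrate buffer (0.5 mM F6P, 0.1 mM ATP, pH 8.0), then 1.25 nM PFK was added and reactions ran 45 min before ADP-Glo detection.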
AT treatment = candidate therapy for ataxia-telangiectasia. […] A-T fibroblasts, KAP-1 phosphorylation AlphaLISA; neocarzinostatin DNA damage 30 min before lysis. Potency, µM (doses to about 57.5 µM), without a hit: top-dose activation, most hits filed as activators. 0.19% of 320,000 active. AID 485349; further: potency means the concentration at half of the fitted maximal effect; % of control where 0% means no effect; nearly all actives have a fitted effect of over 45% in size
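ATM-like activity read as KAP-1 phosphorylation via AlphaLISA donor/acceptor antibody pairs after lysis and 6 hr at 25C. Cells were ATM-null patient fibroblasts ([…], hTERT), dosed 60 min, then exposed to the DSB inducer NCS for 30 min.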
TCR act = activators of T cell receptors | primary human leukocytes, anti-CD3, IL-2 HTRF, 48 h | Potency, µM (titrated, usually from 9.22 µM), without a hit: at the highest dose activation of IL-2 secretion, actives largely listed as activators | 330,000 tested, under 10 active; further: % of control where 0% means no effect
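Primary human leukocytes were stimulated with a-CD3 beads plus compounds for 48 hr without co-stimulation; secreted IL-2 was quantified by HTRF using a-IL-2-K (europium cryptate) and a-IL-2-d2, excited at 320nm with acceptor emission read at 665nm.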
ELG1 repair inh = inhibitors of ELG1-dependent DNA repair in HEK293T cells. HEK293T ELG1-luciferase reporter, luminescence, 16 h; DNA damage induced by 5-fluorouridine. 2.3% of 330,000 active. Potency, µM (doses to about 46.1 µM), for inactives: at the top dose activity change, negative = inhibition, hits mostly inhibitors; further: potency means the concentration at half of the fitted maximal effect; on the % scale 0 is the no-effect control and ±100 the full control effect; nearly all actives have a fitted effect of over 55% in size
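In this reporter screen, reduction of luminescence relative to DMSO vehicle indicated activity. Compounds and 5-fluorouridine were added together to 2,000 cells per well, incubated for 16 hr at 37 °C, then developed with ONE-Glo.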
Eya2 inh = Eya2 (human) phosphatase inhibition; O00167; recombinant Eya2, OMFP fluorescence dephosphorylation (OMFP is methylfluorescein phosphate); Potency, µM (highest dose often 76.9 µM), for inactives: at the top dose activity, negative = inhibition, usual class: inhibitors; 0.006% of 330,000 active; AID 488837; further: potency means the concentration at half of the fitted maximal effect; on the % scale 0 is the no-effect control and ±100 the full control effect
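Eya2 protein (added as 0.2 uM solution) was preincubated with compound for 10 min at ambient temperature in 50 mM HEPES pH 7.5, 50 mM NaCl, 5 uM MgCl2, 0.05% BSA, 1 mM DTT. OMFP (added at 50 uM) then reacted 10 min; fluorescence read at 485/525 nm.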
a7 integrin act = activators of alpha7 integrin expression for muscular dystrophy; alpha7betagal myoblasts, beta-gal FDG fluorescence, 48 h; Potency, µM (top dose mostly 38.3 µM), inactives show at the highest dose activation, hits mostly activators; 0.064% of 350,000 active;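 further: potency means the concentration at half of the fitted maximal effect; 100% = response of the positive control SU9516; nearly all actives have a fitted effect of over 60% in size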
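Alpha7betagal+/- myoblasts (passage 13) were plated 16-24 hr, then exposed to compounds (1:260 dilution of DMSO stock) for 48 hours at 37C. After MPER lysis, β-galactosidase reporter activity was read as FDG fluorescence (ex 480/em 540) after 30 minutes.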
S-ASM inh = inhibitors of human secretory acid sphingomyelinase. P17405. placental ASM, HMU-PC fluorogenic substrate, 60 min. Potency, µM (highest dose often 57.5 µM), inactives show top-dose activity change, negative = inhibition, hits mostly inhibitors. 0.006% of 340,000 active; further: potency means the concentration at half of the fitted maximal effect
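Human placenta-derived ASM preincubated with compound 10 min at room temperature, then reacted with 9 uM (final) fluorogenic HMU-PC substrate for 60 min at 37 C. Stop solution raises pH to 10; fluorescence read at Ex 386/Em 447 nm.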
The depositor's hits bear a star; ? = inconclusive; . = not tested or not shown; [ ] = dose if it differs, or a comment. Unless noted, the call rests on the fitted dose curve; in most records, active means well fitted curve in the direction sought with a large enough effect; inconclusive means small, poorly fitted or top-dose-only effect, or another doubt; inactive means no such curve, though single readings can be large; an effect the other way counts as inactive or inconclusive.

Order of values: Mito fusion yeast	TSG101-PTAP inh	BCR signal inh	TSHR antag	Tb PFK block	AT treatment	TCR act	ELG1 repair inh	Eya2 inh	a7 integrin act	S-ASM inh
O=C(O)/C=C/c1cn(-c2ccccc2)nc1-c1ccc2c(c1)OCCO2
 : 5%	-11%	-6%	-12	-3%	1%	-6%	?	-5%	-24%	8%
O=C(COC(=O)Cn1cnc2ccccc21)Nc1cc(S(=O)(=O)N2CCOCC2)ccc1Cl
 : 1%	-7%	-6%	4	0%	31%	-4%	-5%	-18%	2%	-6%
O=C(Nc1cccc([N+](=O)[O-])c1)C12CC3CC(C1)CC(n1cnc([N+](=O)[O-])n1)(C3)C2
 : -2%	-4%	1%	12	-4%	-8%	2%	-15%	1%	5%	-5%
CN(C)C(=O)c1cc(C(=O)Cc2ccccc2)c[nH]1
 : -1%	-1%	-2%	10	4%	-2%	4%	9%	1%	18%	4%
Cc1ccc(C2CC(c3cccc(Cl)c3)n3nc(N)nc3N2)cc1 (centres undefined)
 : 3%	-4%	-4%	-6	-6%	6%	5%	7%	8%	4%	34%[activator]
O=C(CCC(=O)OCc1ccc(Br)cc1)Nc1ccccc1
 : 3%	0%	4%	-3	-7%	-2%	13%[46.1 µM]	0%	6%	-11%	-10%
CCn1c(SCC(=O)Nc2ccc3c(c2)c2ccccc2n3CC)nnc1-c1ccco1
 : 5%	0%	3%	-12	-8%	3%	.	?	5%	-30%	-7%
COc1cccc(/C=N/NC(=O)Cn2ccnc2C)c1
 : -1%	-3%	2%	-5	-4%	-6%	-11%[46.1 µM]	-8%	-8%	-2%	4%
Cc1cc(-c2nnc(CSc3nnc(NC(=O)c4ccc(C(C)(C)C)cc4)s3)o2)ccc1[N+](=O)[O-]
 : 2%	0%	2%	2	0%	-3%	-3%	?	-7%	9%	-3%
COc1ccc(Cl)cc1NC(=O)COC(=O)Cc1cccs1
 : 1%	-2%	-6%	6	0%	7%	.	15%	0%	-1%	3%
COC(=O)/C(C#N)=C1/C=Cc2ccccc2N1C
 : -1%	-1%	18%	0	0%	.	-3%[46.1 µM]	?	-6%	5%	-10%
CCOc1ccccc1NC(=O)c1ccccc1NS(C)(=O)=O
 : 15%	-4%	2%	6	-3%	4%	.	2%	8%	-1%	-1%
CCCCN(C)C(=O)CC(NS(=O)(=O)c1ccc(NC(C)=O)cc1)C(C)C (centres undefined)
 : 0%	0%	2%	35	-1%	2%	8%	7%	4%	8%	-3%
CC(=O)NC1C(Oc2ccccc2C)OC2COC(c3ccco3)OC2C1O (centres undefined)
 : 6%	-4%	7%	37	1%	.	12%[46.1 µM]	1%	3%	1%	5%
CCOc1ccc(-c2nc(CSCC(=O)N3CCN(C(=O)c4ccco4)CC3)c(C)o2)cc1
 : -3%	-4%	?	-16	1%	8%	2%	-14%	-3%	12%	0%
CC(O)[C@H]1CNC(=O)C(=O)N1CCc1cccc(F)c1 (some centres undefined)
 : -5%	1%	?	15	-21%	-5%	-2%	16%	-1%	28%	-1%
CC(C)C(c1nnnn1C1CCCC1)N(C)C1CCCCC1 (centres undefined)
 : 1%	-8%	3%	-3	0%	5%	0%	-1%	-32%	-29%	3%
O=C(CN1CCCC1)Nc1ccc(OCc2ccccc2)cc1
 : -4%	-2%	?	-1	-4%	-3%	-1%	?	2%	20%	-8%
Cn1c(CNC(=O)CNC(=O)c2ccccc2F)cc(=O)n(C)c1=O
 : -6%	-4%	5%	-1	-7%	4%	3%	10%	14%	?	-1%
Cc1cc(C)n2nc(SCC(=O)N(C)c3c(N)n(Cc4ccccc4)c(=O)[nH]c3=O)nc2n1
 : 2%	.	-3%	2	-5%	22%	.	0%	-7%	.	.
O=C(CCNS(=O)(=O)c1ccccc1Cl)OCc1nnc(-c2ccccc2Cl)o1
 : 3%	-7%	0%	-9	2%	3%	-1%	15%	10%	-30%	-3%
Cc1ccc(CN2CCN(c3ccccn3)CC2)s1
 : -2%	-1%	13%	13	-12%	.	.	-15%	27%	-8%	3%
CCCS(=O)(=O)N1CCCC(C(=O)NCCCN2CCN(c3cccc(Cl)c3)CC2)C1 (centres undefined)
 : 0%	-3%	-4%	-1	0%	5%	0%	?	-8%	-9%	7%
CCOC(=O)c1c(NC(=O)CN2CCCCC2)sc(CN(C)C)c1-c1ccccc1
 : 3%	-6%	-6%	0	-2%	2%	-5%	-7%	-23%	32%	1%
CN1c2ccccc2N(C)C1(C)c1cccc2ccccc12
 : -1%	1%	5%	0	9%	-8%	1%[46.1 µM]	3%	-9%	-2%	-7%
O=C(Nc1ccc(Oc2cccnc2)cc1)C1CCCCN1Cc1ccc(CO)o1 (centres undefined)
 : -3%	-2%	?	9	1%	3%	2%	?	1%	-20%	2%
CC1(c2cccc(Br)c2)NC(=O)N(CC(=O)NC2CCCCC2)C1=O (centres undefined)
 : 0%	-6%	-3%	13	-5%	-20%	7%	8%	6%	6%	8%
Cc1cc(C)n(CCCNC(=O)c2ccc(S(=O)(=O)NCc3ccco3)cc2)n1
 : 2%	-3%	-12%	13	-1%	.	-2%	?	-9%	6%	4%
C=CCNc1sc(C(=O)C2CC2)c(N)c1C#N
 : 4%	-4%	?	0	-8%	1%	-2%	3%	7%	3%	1%
C/C(=N\NC(=O)c1c[nH]c2ccccc12)c1ccccn1
 : 8%	0%	?	-5	2%	3%	3%	?	-12%	-17%	-4%
O=C(/C=C/c1ccccc1F)c1cccc([N+](=O)[O-])c1
 : 0%	-4%	-9%	11	-13%	-5%	0%[46.1 µM]	?	-4%	-39%	0%
CNC(=O)COC(=O)c1cccnc1SC
 : -1%	-1%	?	10	-4%	0%	-9%	7%	10%	6%	-4%
COc1ccc(N=C2C(=Nc3ccc(OC)cc3)N(c3ccc(OC)cc3)C(=S)N2C)cc1
 : 8%	-4%	?	0	0%	-4%	5%	-5%	-13%	27%	-7%
COc1ccc(NC(=O)c2ccco2)cc1NC(=O)COc1ccccc1[N+](=O)[O-]
 : 3%	-1%	7%	2	0%	7%	7%	22%	21%	5%	-1%
CCOC(=O)c1c(-c2cccc(C)c2)csc1NC(=O)c1c(-c2ccccc2)noc1C
 : 0%	1%	?	34	-9%	5%	0%	22%	3%	-5%	-2%
CC(C)Oc1ccc(CCc2nnc(SCC(=O)O)n2-c2ccccc2)cc1
 : 7%	-1%	13%	-2	-1%	-2%	.	14%	7%	?	4%
COC(=O)C(C)Sc1ncnc2c1nnn2-c1ccc(F)cc1 (centres undefined)
 : -3%	-4%	?	-7	-6%	-1%	-6%	?	-4%	-6%	3%
C[C@@H]1CN([C@@H](C)CO)C(=O)Cc2cc(NC(=O)Nc3cccc4ccccc34)ccc2O[C@@H]1CN(C)Cc1ccc(C(F)(F)F)cc1
 : .	-4%	?	-18	7%	-10%	1%	?	-26%	-40%	-25%
O=C(Cn1cnc2c(cnn2-c2ccc(F)cc2)c1=O)N1CCN(c2ccccc2)CC1
 : 5%	-2%	0%	7	8%	15%	-3%[46.1 µM]	-16%	-1%	-32%	-2%
COc1ccc(-c2nc(C#N)c(NCCCN(C)C)o2)cc1OC
 : -2%	26%	-7%	-10	-2%	-1%	2%	9%	9%	12%	2%
Nc1nnnn1CC(=O)N/N=C/c1ccccn1
 : -9%	-4%	6%	-1	0%	0%	-2%	0%	-14%	-17%	3%
